Screening data from PubChem BioAssay.
ANO1 block: blocks the mouse calcium-activated chloride channel TMEM16A | HEK293 TMEM16A/YFP iodide influx fluorescence, ionomycin | 310,000 compounds, 1.2% hits | AID 588511 | Q8BHY3 | normalized B-score (activity score, 25-100; higher = stronger inhibition) at 10 µM;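 active means ratio plate-corrected score three or more library SD toward inhibition, starting fluorescence score within five deviations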;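 further: score derived from kinetic fluorescence span divided by baseline fluorescence per well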
TMEM16A act: activators or potentiators of mouse TMEM16A chloride channel; Q8BHY3; HEK293 TMEM16A/YFP-H148Q/I152L, iodide quench fluorescence; stronger effect = lower value; B-score at 10 µM; 340,000 compounds, 0.3% hits; AID 623877;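 active means fluorescence-ratio B-score plate-corrected deviation score at least 3 library SD below zero, with starting fluorescence score within 5 deviations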;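 further: channel opened by trigger with iodide after compound preincubation; score built on the fluorescence ratio of max minus min over baseline; more negative score means more quench and so TMEM16A activation or potentiation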
MrgX1 ag: human MrgX1 receptor agonism, primary screen | Q96LB2 | MrgX1-HEK293 cells, Fluo-4 calcium fluorescence, agonist mode; stronger effect = higher value | B-score at 10 µM | 310,000 compounds, 0.44% hits;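 active means calcium response B-score plate-corrected fluorescence ratio at least 3 library SD, with starting fluorescence B-score inside 5 SD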
Target sequence (Q96LB2 whole entry, looked up): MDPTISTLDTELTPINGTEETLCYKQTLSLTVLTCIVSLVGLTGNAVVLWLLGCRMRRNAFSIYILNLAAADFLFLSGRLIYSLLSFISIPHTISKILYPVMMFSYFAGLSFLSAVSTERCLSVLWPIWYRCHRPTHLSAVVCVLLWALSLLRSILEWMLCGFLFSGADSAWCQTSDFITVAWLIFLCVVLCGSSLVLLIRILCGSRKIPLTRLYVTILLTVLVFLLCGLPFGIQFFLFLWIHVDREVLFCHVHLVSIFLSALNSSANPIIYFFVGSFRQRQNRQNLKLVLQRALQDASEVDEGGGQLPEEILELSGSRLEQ
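System – MrgX1-expressing HEK293 cells · Incubation – cells plated overnight, dye loaded 0.5 h 37 °C, 0.5 h room temperature · Technique – kinetic Fluo-4 NW fluorescence of intracellular calcium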
HDAC3 inhib: human HDAC3 inhibition; recombinant HDAC3, fluorogenic peptide/trypsin coupled, fluorescence; inhibition, % at 8.3 µM; 320,000 compounds, 0.15% hits; AID 2718; in the data active means inhibition above about 26%, passing the limit was not always enough
Target sequence (O15379 whole entry, looked up): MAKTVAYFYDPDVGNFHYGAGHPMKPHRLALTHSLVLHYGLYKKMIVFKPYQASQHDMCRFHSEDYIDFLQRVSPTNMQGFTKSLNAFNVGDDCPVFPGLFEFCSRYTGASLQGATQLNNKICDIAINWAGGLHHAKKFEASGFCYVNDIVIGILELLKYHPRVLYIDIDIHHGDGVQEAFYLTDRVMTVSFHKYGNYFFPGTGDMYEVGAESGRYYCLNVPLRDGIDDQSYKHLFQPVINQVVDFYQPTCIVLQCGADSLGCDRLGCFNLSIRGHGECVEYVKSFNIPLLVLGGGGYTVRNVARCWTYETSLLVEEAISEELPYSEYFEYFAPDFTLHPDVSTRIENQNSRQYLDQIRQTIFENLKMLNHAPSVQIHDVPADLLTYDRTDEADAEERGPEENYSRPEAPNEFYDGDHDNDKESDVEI
MrgX1 antag: antagonists of human MrgX1 receptor. MRGX1-HEK293 calcium flux, Fluo-4, BAM8-22 antagonism; stronger effect = lower value. B-score at 10 µM. 310,000 compounds, 1.3% hits. AID 588676;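 active means calcium-response B-score plate-corrected more than 3 library SD below zero, starting fluorescence within 5 deviations, no agonist response on first addition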;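 further: peak minus trough fluorescence over baseline after final BAM8-22 challenge near maximal dose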
RGS4 pot: potentiators or activators of RGS4; AID 463111; 310,000 compounds, 0.92% hits; B-score at 10 µM; HEK293 M3R/inducible RGS4, carbachol calcium flux Fluo4; stronger effect = lower value;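 active means B-score of the integrated calcium signal more than 4 SD below the library mean, with starting fluorescence not abnormally high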;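 further: negative B-score means reduced calcium response which marks RGS4 activation or potentiation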
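Test system: HEK293 cells with stable M3R and inducible RGS4; also added: carbachol at ECmax as muscarinic agonist stimulus; schedule: dye loading 30 min 37 °C, buffer rest 30 min RT; technique: kinetic calcium fluorescence imaging with Fluo4-AM dye, 2 µM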
MrgX1 PAM: allosterically activates human MrgX1 receptor signaling; Q96LB2; MrgX1-HEK293, Fluo-4 calcium flux, FDSS; stronger effect = higher value; B-score at 10 µM; 310,000 compounds, 0.63% hits;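 active means plate-corrected calcium response at least 3 library SD above typical, normal starting fluorescence, not activating the receptor alone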;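 further: compound read alongside a low EC10 to EC30 dose of BAM8-22 agonist; peak minus trough fluorescence over baseline measured at the second addition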
TRPC6 act: activates the mouse TRPC6 cation channel. AID 2550. 310,000 compounds, 0.13% hits. B-score at 10 µM. HEK293-TRPC6 membrane potential dye fluorescence; stronger effect = higher value;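 active means B-score of the integrated fluorescence ratio above library mean plus 3 SD, and starting fluorescence ratio within library mean plus 5 SD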;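 further: higher score means more depolarization so channel activation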
RGS4 block: inhibitors of human RGS4. P49798. HEK293 M3R/RGS4 inducible, Fluo-4 calcium flux; stronger effect = higher value; triggered by carbachol at its EC20. B-score at 10 µM. 310,000 compounds, 0.45% hits;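 active means B-score, a plate-corrected calcium signal, over three deviations above library mean, with baseline fluorescence within five deviations of library mean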;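 further: RGS4 expression induced by doxycycline in cells with stable M3 receptor; B-score is computed from the integrated fluorescence ratio over baseline after carbachol; higher B-score means a larger calcium signal and so more RGS4 inhibition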
Target sequence (P49798 whole entry, looked up): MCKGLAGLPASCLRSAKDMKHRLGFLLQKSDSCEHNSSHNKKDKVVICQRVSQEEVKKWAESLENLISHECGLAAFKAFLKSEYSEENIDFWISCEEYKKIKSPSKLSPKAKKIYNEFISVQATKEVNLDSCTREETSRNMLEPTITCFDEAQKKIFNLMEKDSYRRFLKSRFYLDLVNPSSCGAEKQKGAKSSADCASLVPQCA
TRPC6 inh: mouse TRPC6 channel inhibition. 310,000 compounds, 1.1% hits. B-score at 10 µM. HEK293-TRPC6, membrane potential dye, ACh-evoked depolarization; stronger effect = lower value. Q61143;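 active means B-score under library mean minus 3 SD, initial fluorescence not abnormally high, positive integrated signal ratio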;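 further: B-score derived from integrated fluorescence ratio over the kinetic read; more negative B-score means stronger inhibition of depolarization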
SKKanGAS inh: inhibitors of SKKanGAS S. pyogenes growth in kanamycin (SK-promoter or general growth effect) | BacTiter-Glo, 6 h | inhibition, % at 7.5 µM | 300,000 compounds, 1.3% hits | AID 1662;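 active means mean replicate score, as percent of positive control median, at least 50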;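 further: strain carries kanamycin resistance gene driven by streptokinase promoter and grows in 40 µg/ml kanamycin; loss of luminescence reflects streptokinase promoter inhibition or plain growth inhibition; 0% = median of DMSO wells and 100% = positive control at its reference dose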
An asterisk follows results filed as active; i = inactive; . = not tested or not shown.

SMILES | ANO1 block | TMEM16A act | MrgX1 ag | HDAC3 inhib | MrgX1 antag | RGS4 pot | MrgX1 PAM | TRPC6 act | RGS4 block | TRPC6 inh | SKKanGAS inh
CCOC(=O)c1ccccc1NC(=O)C1CC(=O)N(C(C)(C)C)C1 (stereo not drawn) | i | i | i | -1 | i | i | i | i | i | i | 0
O=C1c2ccncc2C(=O)N1c1cccc(Cl)c1 | i | i | i | -3 | i | i | i | i | i | i | -5
O=[N+]([O-])c1ncccc1OCc1ccc(Br)cc1F | i | i | i | 2 | i | i | i | i | i | i | -4
CC(C)c1ccc(/C=C2\SC(=S)N(CC(=O)NCCCN3CCOCC3)C2=O)cc1 | i | i | i | -2 | i | i | i | i | i | i | -5
Cc1c(N=NC2=C(O)CC(C)(C)CC2=O)c(=O)n(-c2ccccc2)n1C | i | i | i | -1 | i | i | i | i | i | i | 3
CCCC(=O)NC(C)C(c1cccs1)N1CCN(C)CC1 (stereo not drawn) | i | i | i | -7 | i | i | i | i | i | i | -7
CCN1C(=O)C(C(=O)NC(C)c2ccccc2)C2CC1(C)Oc1ccccc12 (stereo not drawn) | i | i | i | -2 | i | i | i | i | i | i | -2
O=C(C1CCN(S(=O)(=O)N2CCOCC2)CC1)N1CCN(c2ccccc2)CC1 | i | i | i | 1 | i | i | i | i | i | i | -3
NC(=O)c1nsc(C(=O)N(Cc2ccc(F)cc2)C(C(=O)NCC2CCCO2)c2ccc(O)cc2)c1N (stereo not drawn) | . | i | . | . | . | i | . | i | i | i | -2
CCOc1ccc(NC(=O)CN(C)C(=O)c2ccccc2OCc2c(C)noc2C)cc1OCC | i | i | i | 0 | i | i | i | i | i | i | 20
COc1ccccc1-c1nc(C#N)c(N2CCN(C(=O)c3ccco3)CC2)o1 | i | i | i | -1 | i | i | i | i | i | i | 14
CC1CCN(C(=O)/C(=C\c2ccco2)NC(=O)c2ccccc2)CC1 | i | i | i | 3 | i | i | i | i | i | i | 0
COCCN1C=C(C(=O)OC)C(c2ccc(Cl)cc2)C(C(=O)OC)=C1 | i | i | i | -8 | i | i | i | i | i | i | 2
CCc1cccc(NC(=O)c2ccc(NS(=O)(=O)c3c(C)noc3C)cc2)c1 | i | i | i | 3 | i | i | 15* | i | i | i | 5
COc1ccc(CCNC(=O)CSc2nnc(CNC(=O)c3c(F)cccc3Cl)o2)cc1OC | i | i | i | -3 | i | i | i | i | i | i | -7
COc1ccc(/C=C/C(=O)NCCc2nc3ccccc3[nH]2)cc1 | i | i | i | 3 | i | i | i | i | i | i | -4
COc1ccc(S(=O)(=O)NCC(c2ccc(F)cc2)N2CCN(C)CC2)cc1 (stereo not drawn) | i | i | i | -2 | i | i | i | i | i | i | 50*
CN(C)S(=O)(=O)n1cc(/C=C(\NC(=O)c2ccccc2)C(=O)NCCCN2CCOCC2)c2ccccc21 | i | i | i | 5 | i | i | i | i | i | i | 4
NC(=O)CC(O)c1cccc(Cl)c1 (stereo not drawn) | i | i | i | 1 | i | i | i | i | i | i | 4
O=S(=O)(NCC1NCCc2ccccc21)c1ccccc1 (stereo not drawn) | i | i | i | -5 | i | i | i | i | i | i | -7
CN(Cc1ccccc1)c1nc2c(c(=O)[nH]c(=O)n2C)n1Cc1ccccc1F | i | i | i | -2 | i | i | i | i | i | i | -2
CN(C(=S)NC(=O)c1ccc(Cl)cc1)C1CCCCC1 | i | i | i | 5 | i | i | i | i | i | i | 40
Oc1ccc(C[C@@H]2CNCCN2CC2CCCCC2)cc1 | i | i | i | 6 | i | i | i | i | i | i | 4
C=C(C)C(=O)N1CC2(CC(c3cccc(NC(=O)/C(C)=C\C)c3)=NO2)C[C@H]1C(N)=O (stereo partly drawn) | i | i | i | 0 | -4.8* | i | i | i | i | i | -2
COc1cccc(C2C=C(c3cccs3)Nc3ncnn32)c1OC (stereo not drawn) | i | i | i | 1 | i | i | i | i | i | i | 7
Cc1ccc(C(=O)COc2ccccc2N2C(=O)c3ccccc3C2=O)cc1 | i | i | i | -3 | i | i | i | i | i | i | 2
CC1C=CCC2C(=O)N(c3ccc(OC(=O)c4ccco4)cc3)C(=O)C12 (stereo not drawn) | i | i | i | 4 | i | i | i | i | i | i | 3
NS(=O)(=O)c1cccc(NC(=O)CCS(=O)(=O)c2ccc(Cl)cc2)c1 | i | i | i | -3 | i | i | i | i | i | i | -4
CCOC(=O)c1ccc(CSc2ncn[nH]2)o1 | i | i | i | -8 | i | i | i | i | i | i | -14
Cc1nc(NS(=O)(=O)c2ccccc2C)c2c3c(sc2n1)CCC3 | i | . | i | -10 | i | i | i | i | i | i | 21
CCOc1ccc(NC(=O)CCC(=O)c2ccc(OC)cc2)cc1 | i | i | i | -2 | i | i | i | i | i | i | -11
C/C(=N/NC(=O)OC(C)(C)C)c1ccco1 | i | i | i | -3 | i | i | i | i | i | i | 0
Cc1ccc(C(=O)Nc2cccc(-c3ccc(N4CCOCC4)nn3)c2)cc1 | i | i | i | -4 | i | i | i | i | i | i | -3
CCOc1ccc(C(=O)OCCN(C)C)cc1 | i | i | i | 0 | i | i | i | i | i | i | 7
O=C1CC(=O)N(CCc2ccccc2)C(=O)N1CCc1ccccc1 | i | i | i | -6 | -11* | i | i | i | i | i | 24
Cn1cc(C(=O)N2CCCCCC2)c(=O)c2cc(S(=O)(=O)N3CCCCC3)ccc21 | i | i | i | -1 | i | i | i | i | i | i | -1
O=C(CSc1nccn1-c1cccc(Cl)c1)NO | i | i | i | 21 | i | i | i | i | i | i | -20
Cc1cc(C(=O)CSc2ccccc2)cc(C)c1O | i | i | i | 5 | i | i | i | i | i | i | 2
CCOCCCN(C(=O)c1snc(C(N)=O)c1N)C(C(=O)NC1CCCC1)c1ccc(F)cc1 (stereo not drawn) | i | i | i | -8 | i | i | i | i | i | i | -2
O=C(C1CCC1)N(CCc1ccccc1)Cc1nc2ccccc2c(=O)[nH]1 | i | i | i | 0 | i | i | i | i | i | i | -3
CC/C=C/C(=O)N1CC2(CC(c3cccc(NC(=O)CCCCC)c3)=NO2)C[C@H]1C(N)=O (stereo partly drawn) | i | i | i | 4 | i | i | i | i | i | i | 3
CCOc1ccc(-c2cccc(NC(=O)COc3ccccc3)c2)nn1 | i | i | i | 1 | i | i | i | i | i | i | -8
CCCOc1cccc(C2/C(=C(/O)c3ccc(F)cc3)C(=O)C(=O)N2CCN(C)C)c1 (stereo not drawn) | i | i | i | 5 | i | i | i | i | i | i | 9
COc1ccc(C(=O)NC2CC2)cc1OC1CCN(C/C=C/c2ccccc2)CC1 | i | i | i | 1 | i | i | i | i | i | i | 6
N#C/C(=C/c1ccccc1OCc1ccc(F)cc1)c1ccc(C(=O)O)cc1 | i | i | i | 0 | i | i | i | i | i | i | 20
O=C1NC(=O)C2(COC(c3ccncc3)OC2)S1 (stereo not drawn) | i | i | i | 1 | i | i | i | i | i | i | -1
CN(C)S(=O)(=O)c1ccc(C(=O)NC(=O)CSc2ccccc2)cc1 | i | i | i | 5 | i | i | i | i | i | i | 0
Cc1cc(COc2ccccc2)oc1C(=O)O | i | i | i | 2 | i | i | i | i | i | i | 3
Cc1cccc(NC(=S)N2CCN(c3ccccc3F)CC2)c1C | i | i | i | 3 | i | i | i | i | i | i | 1
COc1ccc(S(=O)(=O)Nc2ccccc2C(=O)N2CCCC2)cc1C | i | i | i | 3 | i | i | i | i | i | i | -2
COc1ccc(CN(CC(=O)NCCc2ccccc2)C(=O)CCC(=O)Nc2cc(C)ccn2)cc1 | i | i | i | 2 | i | i | i | i | i | i | -3
COc1ccc(C(=O)NCCn2cc(SCC(=O)NCc3ccco3)c3ccccc32)cc1 | i | i | i | -2 | i | i | i | i | i | i | 3
N#Cc1ccc(Oc2ccc(/C=N/O)cn2)cc1 | i | i | i | -2 | i | i | i | i | i | i | -5
Nc1ccc2nc(-c3ccc(Cl)cc3)[nH]c2c1 | i | i | i | -23 | i | i | i | i | i | i | 84*
C=CCn1c(SCc2c(C)noc2C)nc2cc(C(=O)O)ccc2c1=O | i | i | i | 1 | i | i | i | i | i | i | 8
CCCCCCC(=O)Nc1ccc(S(=O)(=O)Nc2onc(C)c2C)cc1 | i | i | i | -4 | i | i | i | i | i | i | 0
O=C(CCl)NC1(C(F)(F)F)C(=O)Nc2c1c(=O)[nH]c(=O)n2-c1ccccc1 (stereo not drawn) | i | i | i | 0 | i | i | i | i | i | i | 1
CCN(CC(=O)NCc1ccc(Cl)cc1)C(=O)c1oc2ccccc2c1C | i | i | i | 1 | i | i | i | i | i | i | 1
Cc1cc(OCC(=O)Nc2ccc3oc(=O)ccc3c2)ccc1Cl | i | i | i | 4 | i | i | i | i | i | i | 0
COc1ccc2nc(N3CCCC(C(=O)NCCCN4C(C)CCCC4C)C3)sc2c1 (stereo not drawn) | i | i | i | 2 | i | i | i | i | i | i | 5
Other entries
SMILES | ANO1 block | TMEM16A act | MrgX1 ag | HDAC3 inhib | MrgX1 antag | RGS4 pot | MrgX1 PAM | TRPC6 act | RGS4 block | TRPC6 inh | SKKanGAS inh
COc1ccc(C(=O)c2ccccc2Cl)cc1 | i | i | i | 0 | i | i | i | i | i | i | 1
CCOC(=O)c1cnc(SSc2ncc(C(=O)OCC)c(N)n2)nc1N | i | i | i | 6 | i | i | i | i | i | i | -1
CC(C)C(NC(=O)c1ccco1)C(=O)OCC(=O)c1ccccc1 (stereo not drawn) | i | i | i | 6 | i | i | i | i | i | i | -1
Cc1ccc(C(C(=O)NC2CCCCC2)N(C(=O)c2csnn2)c2ccccc2F)o1 (stereo not drawn) | i | i | i | -3 | i | i | i | i | i | i | -1
CCc1ccc(OC(C)c2nnc(SCC(=O)Nc3ncccc3C)n2C)cc1 (stereo not drawn) | i | i | i | 4 | i | i | i | i | i | i | -3
O=C(NCc1cccs1)c1cccnc1Cl | i | i | i | -4 | i | i | i | i | i | i | -1
CCCCCCNCc1ccc(Br)cc1 | i | i | i | -4 | i | i | i | i | i | i | -4
CCCOc1ccc(OCCSc2ncccn2)cc1 | i | i | i | 0 | i | i | i | i | i | i | 15
